Assay outcomes deposited in PubChem BioAssay by National Center for Advancing Translational Sciences (NCATS).
DT40 TDP1 CPT: growth inhibition of DT40 Tdp1-/-;hTDP1 cells with camptothecin (screen for TDP1 inhibitors); Potency, µM (series often up to 46.2 µM), inactives show at the top dose activity change, negative = growth inhibition, hits mostly inhibitors; 420,000 compounds, 12% hits; AID 686979; chicken DT40 Tdp1-/-;hTDP1 cells + 20 nM CPT, ATP luminescence, 48 h; note: nearly all actives have a fitted effect of over 55% in size
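Cell growth measured by CellTiter-Glo luminescence after a minimum 48 h, 37 C compound exposure with 20 nM CPT in Tdp1-knockout DT40 cells stably expressing hTDP1, seeded 400/well; qHTS titration format.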
N370S GC: inhibitors or activators of N370S glucocerebrosidase for Gaucher disease. N370S GC spleen homogenate, 4MU-glucoside fluorescence. 330,000 compounds, 0.092% hits. P04062. Potency, µM (titrated, usually from 59.4 µM), without a hit: at the highest dose activity change, negative = inhibition, hits mostly inhibitors;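 note: 0% = full enzyme activity and -100% = no enzyme basal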
FEN1 inhibitor: inhibitors of human flap endonuclease 1; Recombinant FEN1 flap cleavage, fluorescence, 15 min; 390,000 compounds, 0.35% hits; Potency, µM (doses to about 114 µM), inactives show at the highest dose activity change, negative = inhibition, hits mostly inhibitors; P39748; note: nearly all actives have a fitted effect of over 65% in size
Target sequence (P39748 whole entry, looked up): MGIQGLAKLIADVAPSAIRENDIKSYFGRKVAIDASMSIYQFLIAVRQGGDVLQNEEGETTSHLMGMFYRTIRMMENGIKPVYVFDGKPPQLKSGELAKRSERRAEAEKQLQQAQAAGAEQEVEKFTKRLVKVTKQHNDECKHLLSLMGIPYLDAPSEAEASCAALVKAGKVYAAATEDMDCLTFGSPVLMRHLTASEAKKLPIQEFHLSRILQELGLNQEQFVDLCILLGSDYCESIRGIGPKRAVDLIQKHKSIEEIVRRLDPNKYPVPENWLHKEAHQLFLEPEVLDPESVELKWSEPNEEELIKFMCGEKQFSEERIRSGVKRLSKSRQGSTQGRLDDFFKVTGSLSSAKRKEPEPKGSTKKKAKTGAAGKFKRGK
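Potency values derive from four-parameter Hill fits of normalized qHTS data. The reaction used 10 nM FEN1 preincubated 15 min at room temperature with compound, then 50 nM DNA substrate, read at 0 and 15 min.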
* = called active by the depositor; ? = inconclusive; · = not tested or not shown; & = joins results of further samples. Calls come from the whole dose curve; as a rule, active = well fitted curve in the direction sought with a large enough effect; inconclusive = small, poorly fitted or top-dose-only effect, or another doubt; inactive = no such curve, though single readings can be large; an effect the other way counts as inactive or inconclusive. Unless noted, % is set by controls: 0 for no effect and ±100 for the full control effect; potency is the fitted concentration of half-maximal effect.

A first look (three entries):
SMILES	DT40 TDP1 CPT	N370S GC	FEN1 inhibitor
Cc1ccc(S(=O)(=O)NC(C)C(c2cccs2)N2CCOCC2)cc1 (configuration not stated)	1%	1%	-1%
COc1ccc(C(=O)NNC(=O)c2cc3cc(OC)ccc3oc2=O)cc1	5%	-6%	-2%
CC(C)n1cc(/C(N)=N/O)c(=O)n(Cc2ccccc2)c1=O	0%	9%	18%

Results (from the top)
SMILES	DT40 TDP1 CPT	N370S GC	FEN1 inhibitor
Cc1ccc(S(=O)(=O)NC(C)C(c2cccs2)N2CCOCC2)cc1 (configuration not stated)	1%	1%	-1%
COc1ccc(C(=O)NNC(=O)c2cc3cc(OC)ccc3oc2=O)cc1	5%	-6%	-2%
CC(C)n1cc(/C(N)=N/O)c(=O)n(Cc2ccccc2)c1=O	0%	9%	18%
O=C(COC(=O)c1cc([N+](=O)[O-])ccc1N1CCOCC1)NCc1ccc(F)cc1	8%	-14%	-3%
CC(=O)c1cccc(NC(=O)c2cccc3ccccc23)c1	-1%	0%	-1%
NC(=O)C1CCCCc2c1[nH]c1ccc(Cl)cc21 (configuration not stated)	3%	-12%	-8%
CCOC(=O)/N=C(/NC(=O)Nc1ccc(C(=O)OCC)cc1)OC	-2%	?	-5%
CCOC(Cn1cc(C)c(=O)[nH]c1=O)OCC	16%	7%	4%
CCCC(OC(=O)CN1C(=O)COc2ccccc21)C(=O)NC1CCCC1 (configuration not stated)	0%	1%	-4%
CC(=O)c1ccc(N2CCN(C(=O)c3ccc(OCc4c(C)noc4C)cc3)CC2)cc1	?	7%	1%
COc1cc(S(=O)(=O)N(C)C)ccc1F	-1%	5%	-11%
O=C(CS(=O)(=O)Cc1ccccc1)Nc1ncccn1	5%	-1%	-4%
Cc1cc2c(cc1S(=O)(=O)NCc1ccccc1Cl)OCC(=O)N2	?	·	23%
O=c1c2ccccc2n2c(-c3ccccc3F)nnc2n1CCc1ccccc1	?	·	-16%
CSCCNC(=O)c1ccc(C(C)(C)C)cc1	-2%	13%	-12%
CC(C)Cc1nnc(NC(=O)CN2C(=O)C3CCCCC3C2=O)s1 (configuration not stated)	-3%	-7%	0%
O=[N+]([O-])c1ccccc1/C=C/C=N/N1CCCCC1	-3%	3%	-4%
Cc1nc(-c2ccc(Cl)cc2)sc1CCNC(=O)c1cccs1	?	·	-18%
O=C(O)CCC(=O)Nc1ccccc1C(=O)NC1CCCCC1	14%	5%	-6%
CCn1c(SCC(=O)NCCc2ccccc2)nc2c(c1=O)SC(C)C2 (configuration not stated)	?	6%	-4%
O=C(c1ccccc1)n1ccc(-c2cnc(-c3ccccc3)s2)n1	8%	21%	-10%
CCOc1ccc(NC(=O)N2CCC(CN3CCCCCC3)CC2)cc1	18µM*	·	9%
CN(CC(=O)Nc1ccc(F)c(F)c1F)C(=O)/C=C/c1ccco1	3%	·	2%
N/C(=N\OC(=O)/C=C/c1ccccc1Cl)c1ccncc1	-3%	-5%	-14%
CCOC(=O)C1=NNC(C(=O)c2ccc(OC)cc2)C1c1ccccc1 (configuration not stated)	?	6%	0%
CCCN1CCN(CCCNC(=O)c2ccc3nc(N4CCCCC4)sc3c2)CC1	-2%	2%	15%
Nc1nc(-c2cccnc2)nn1C(=O)COc1ccccc1	0%	9%	-14%
Cc1cc(NC(=O)CN2C(=O)NC(CC(C)C)C2=O)no1 (configuration not stated)	1%	·	-20%
CCN(c1ccc(NC(=O)CSc2nnc3nc(C)cc(C)n23)cc1)C(C)C	-4%	-3%	-5%
CC(C)(C)n1nc2c(c1NC(=O)c1cccs1)CS(=O)C2 (configuration not stated)	9%	-6%	9%
N#C/C(=C\c1cn[nH]c1-c1ccc(Cl)cc1)C(=O)NC1CC1	?	2%	4%
Cc1ccc2cc(CN(CC3CCCO3)C(=O)c3cccs3)c(=O)[nH]c2c1 (configuration not stated)	-2%	-6%	2%
O=C(O)c1ccc(/C=C2/SC(=S)N(Cc3ccccc3)C2=O)cc1	-23%	-7%	9%
COc1ccc2[nH]cc(C(=O)CNc3nccs3)c2c1	?	·	-10%
Cc1ccc(OCC(=O)Nc2cccc(-c3nc4ccccc4s3)c2)cc1	?	·	-17%
CN(C)S(=O)(=O)c1ccc(Cl)c(NC(=O)CN2C(=O)NC3(CCc4ccccc43)C2=O)c1 (configuration not stated)	-17%	·	19%
Oc1ccccc1Nc1nc(NCc2ccccc2)c2ccccc2n1	12µM*	11µM*	-21%
O=c1cc(-c2ccc(O)cc2)oc2ccc(O)cc12	?	?	?
COc1ccc(C(=O)NC(C(=O)NCC(=O)Nc2c(C)cccc2C)C(C)C)cc1 (configuration not stated)	-6%	-5%	2%
CCOc1ccc(-n2c(=O)c3c(C)c(C)sc3n(CC(=O)N3CCC(C)CC3)c2=O)cc1	?	·	3%
CC(C)c1cnc2c(c1SCC(=O)N1CCCCC1)c(=O)n(C)c(=O)n2C	23µM*	·	-8%
COc1ccccc1NC(=O)Cc1cccs1	-18%	0%	3%
COCCCn1c(SC(C)C(=O)Nc2c(C)n(C)n(-c3ccccc3)c2=O)n[nH]c1=O (configuration not stated)	10%	-5%	6%
CC(C)c1ccc(NC(=O)CN2C(=O)CSc3ccc(S(=O)(=O)N4CCCC4)cc32)cc1	16µM*	·	3%
O=C(NC(Cc1ccccc1)C(=O)O)/C(=C/c1ccccc1)NC(=O)c1ccccc1 (configuration not stated)	22%	7%	3%
CC(C)Oc1ccc(S(=O)(=O)N2CCOCC2)cc1NC(=O)CC1OC(=O)c2ccccc21 (configuration not stated)	0%	-5%	-9%
O=C1CN(C(=O)COC(=O)COc2ccccc2)c2ccccc2N1	-10%	·	19%
CCc1sc(C(=O)N(CCCOC)c2c(N)n(CC(C)C)c(=O)[nH]c2=O)cc1C	-25%	-16%	1%
O=C(Nc1cc(Cl)cc(Cl)c1)N1CCCN(Cc2ccccc2)CC1	-14%	?	-13%
Cn1c(=O)c2c(ncn2CC(=O)N2CCN(C(=O)c3ccco3)CC2)n(C)c1=O	2%	8%	5%
COc1ccccc1N1CCN(C(=O)COc2cccc3ccccc23)CC1	23µM*	0%	-7%
C[C@H](CO)N1C[C@H](C)[C@@H](CN(C)S(=O)(=O)c2ccccc2)Oc2c(NS(=O)(=O)c3ccc(F)cc3)cccc2C1=O	-16%	·	6%
COc1ccc(-n2c(=O)cnc3cnc(N4CCNCC4)nc32)cc1	15%	-8%	·
CCOCCc1nn2c(=O)cc(CSCC(=O)Nc3ccccc3)nc2s1	9%	5%	0%
COc1ccc(CCNC(=O)COC(=O)c2ccc(Br)o2)cc1	-1%	1%	0%
CC1CCCCC12NC(=O)N(CC(=O)OCC(=O)NC(=O)c1ccccc1)C2=O (configuration not stated)	-11%	·	-5%
CC1(C)NC(=O)N(CC(O)CN(c2ccccc2)S(=O)(=O)c2ccccc2)C1=O (configuration not stated)	9%	-1%	-3%
O=C1OC(Nc2ccc(Br)cn2)c2ccccc21 (configuration not stated)	-12%	4%	0%
COc1ccc(OCCC(=O)OCC(=O)NCCC2=CCCCC2)cc1	10%	-1%	-7%
CCOC(=O)C(NCc1ccccc1OC)(NC(=O)CC)C(F)(F)F (configuration not stated)	?	·	20%

Seven compounds out of the list, ordered by count of non-hydrogen atoms, rising.
SMILES	DT40 TDP1 CPT	N370S GC	FEN1 inhibitor
O=C1OC(Nc2ccc(Br)cn2)c2ccccc21 (configuration not stated)	-12%	4%	0%
COc1ccc(CCNC(=O)COC(=O)c2ccc(Br)o2)cc1	-1%	1%	0%
O=C1CN(C(=O)COC(=O)COc2ccccc2)c2ccccc2N1	-10%	·	19%
CCOCCc1nn2c(=O)cc(CSCC(=O)Nc3ccccc3)nc2s1	9%	5%	0%
COc1ccccc1N1CCN(C(=O)COc2cccc3ccccc23)CC1	23µM*	0%	-7%
CC1CCCCC12NC(=O)N(CC(=O)OCC(=O)NC(=O)c1ccccc1)C2=O (configuration not stated)	-11%	·	-5%
C[C@H](CO)N1C[C@H](C)[C@@H](CN(C)S(=O)(=O)c2ccccc2)Oc2c(NS(=O)(=O)c3ccc(F)cc3)cccc2C1=O	-16%	·	6%

(list continues)
SMILES	DT40 TDP1 CPT	N370S GC	FEN1 inhibitor
CCC(/C=C1\Sc2ccc(OC)cc2N1CC)=C\c1sc2ccc(OC)cc2[n+]1CCCS(=O)(=O)[O-]	3.3µM*	8%	?
O=C(O)c1oc2ccccc2c1CSc1ccc(Cl)cc1	-1%	-3%	-9%
CCOC(=O)c1cccc2c(=O)c(C(=O)c3ccc(Cl)cc3)c(C(=O)OC)[nH]c12	5%	-2%	-6%
COc1ccc(CCNc2ncnc3c2nnn3Cc2ccccc2)cc1	?	3%	0%
CCOc1ccc(C(=O)NC2CC3CCCC(C2)N3Cc2ccccc2)cc1 (configuration not stated)	-27%	-2%	4%
COc1cc(Cl)c(C)cc1NC(=O)c1ccc2c(c1)OCO2	1%	2%	21%
CCn1c(/N=C/c2ccc(OC)cc2O)nc2ccccc21	12%	-21%	-16%
Cc1cccc(C)c1NC(=O)C(c1ccccc1)N1CCC2(CC1)OCCO2 (configuration not stated)	-9%	·	0%
COc1cccc(NC(=O)CN(C)C(=O)CSCC(=O)Nc2ccc(C)cc2)c1	-1%	·	12%
CC(=O)O[C@H]1CC[C@@]2(C)[C@@H](CC[C@H]3[C@@H]4CC[C@H](C(C)O)[C@@]4(C)CC(=O)[C@@H]32)C1 (some centres not stated)	-30%	-2%	14%
Cc1ccc(CC(=O)NCC(c2ccco2)N(C)C)cc1C (configuration not stated)	11%	2%	3%
CC(C)Sc1nc2sc3c(c2c(=O)n1Cc1ccccc1)CCCC3	?	·	-19%
COc1ccc(OC)c2c1sc(=NC(=O)C1CC1)n2C	-17%	?	-8%
O=C(/C=C/c1ccccc1Cl)Nc1ccc2c(c1)C(=O)NC2=O	-19%	-6%	-28%
O=C(NCc1ccc2c(c1)OCO2)c1ccc2c(c1)N(Cc1ccccc1F)C(=O)c1ccccc1S2	-15%	·	12%
CN1C(=O)CC(N2CCN(Cc3ccc(Cl)cc3)CC2)C1=O (configuration not stated)	-7%	·	3%
O=c1ccn(Cc2ccc(F)cc2)c2ccnc(C(F)(F)F)c12	-22%	4%	0%
COc1ccc(CN(CC(=O)NC2CCCC2)C(=O)CN2C(=O)COc3ccccc32)cc1	-6%	-2%	-1%
CN1C2=C(C#N)C(c3ccccc3)(C(F)(F)F)NC(=O)N2c2ccccc21 (configuration not stated)	-3%	0%	-7%
C=CCN=C1N[C@@H](c2cccc(C(F)(F)F)c2)C(C(=O)OC)=C(C)N1CC	?	-5%&-1%	-1%
CCOC(=O)C1(P(=O)(c2ccc(Cl)cc2)c2ccc(Cl)cc2)CCC1	?	·	-11%
CN1CCN(C(=O)C2CCCCC2C(=O)O)CC1 (configuration not stated)	-14%	-2%	-5%
CCC(C(=O)OC)n1cnc2c(nnn2-c2ccc(C)cc2)c1=O (configuration not stated)	-14%	0%	14%
CCOC(=O)c1c(NC(=O)c2ccc(S(=O)(=O)N3CCOCC3)cc2)sc2c1CC(C)(C)NC2(C)C	?	-1%	15%
CCOc1cccc2c1OC1(C)CC2NC(=O)N1c1ccc(OC)cc1 (configuration not stated)	?	2%	4%
CCCCCc1ccc(C2=NNC(=O)CC2)cc1	-3%	2%	4%
C=CCNC(=O)c1cccc(NS(=O)(=O)c2ccc(Cl)cc2)c1	-23%	-3%	20%
CC(C)(C)C(=O)OC/C(N)=N/OC(=O)c1ccccc1	?	-3%	2%
NS(=O)(=O)c1ccc(NC(=O)CSc2nnc(COc3ccccc3Cl)n2C2CC2)cc1	-23%	·	-2%
CN1C(=O)NC(c2ccccc2)C2=C1CN(c1cccc(C(F)(F)F)c1)C2=O (configuration not stated)	?	-15%	-13%
O=C(CCCN1C(=O)/C(=C/c2cccs2)SC1=S)Nc1cccc(C(=O)O)c1	-1%	?	7%
Cc1ccc(N2CCN(C(=O)C3CCC(=O)N(Cc4ccc(Cl)cc4)C3)CC2)c(C)c1 (configuration not stated)	18µM*	-20%	-11%
Cc1cc(NC(=O)Nc2ccc(F)cc2F)n(C)n1	-3%	-2%	5%
Cc1ccc(S(=O)(=O)NCC(c2ccc3c(c2)OCO3)N2CCOCC2)cc1 (configuration not stated)	-21%	-16%	4%
OC(CN1CCN(c2cccc(Cl)c2)CC1)c1ccccc1 (configuration not stated)	-22%	-10%	-18%
CCCCN(C(=O)CSc1nnc2ccccn12)c1c(N)n(Cc2ccccc2)c(=O)[nH]c1=O	6%	?	0%
Cc1noc(C)c1COc1ccc(C(=O)N2CCN(S(=O)(=O)c3ccc(Cl)cc3)CC2)cc1	-7%	-4%	7%
Cc1nc(NCC2CCCO2)[nH]c(=O)c1CCC(C)C (configuration not stated)	-19%	-6%	2%
Cc1ccc(OCC(=O)Nc2c(C(=O)c3ccccc3)oc3ccccc23)cc1C	1%	·	-1%
Cc1oc(-c2ccccc2F)nc1CN1CCC(C(=O)NCCC2=CCCCC2)CC1	?	-4%	-4%

Not all compounds are listed (hit frequency here may not be typical).
